# AmpC detergent: blocks E. coli AmpC beta-lactamase in detergent assay; P00811; AmpC hydrolysis of nitrocefin, absorbance 480 nm, 0.01% Triton; Potency, µM (highest dose often 114 µM), without a hit: top-dose activity change, negative = inhibition, most hits filed as inhibitors; actives 0.041% (n = 370,000); AID 485294;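 further: potency means the concentration at half of the fitted maximal effect; 0% = no-compound wells and -100% = no-enzyme wells; nearly all actives have a fitted effect of over 25% in size; some results filed as inactive show a strong effect at the top dose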
# Target sequence (P00811 whole entry, looked up): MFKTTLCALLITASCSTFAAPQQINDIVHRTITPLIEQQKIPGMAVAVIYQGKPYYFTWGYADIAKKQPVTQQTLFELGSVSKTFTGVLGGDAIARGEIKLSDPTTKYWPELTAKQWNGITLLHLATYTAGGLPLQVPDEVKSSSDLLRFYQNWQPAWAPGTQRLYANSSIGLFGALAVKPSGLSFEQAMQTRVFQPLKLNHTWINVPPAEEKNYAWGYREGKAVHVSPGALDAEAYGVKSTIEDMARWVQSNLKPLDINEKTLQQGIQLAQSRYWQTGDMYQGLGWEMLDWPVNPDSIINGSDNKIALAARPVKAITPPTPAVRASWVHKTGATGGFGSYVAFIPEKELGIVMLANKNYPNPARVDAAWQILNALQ
#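 AmpC (5.3 nM in the dispensed reagent) in 20 mM phosphate pH 7.0 with 0.01% (detergent screen) or 0.0001% Triton X-100 was preincubated with compounds for 15 min at room temperature. Nitrocefin was then added from an 800 uM solution, and hydrolysis was followed at 480 nm.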
# AmpC no deterg: AmpC beta-lactamase inhibition without detergent. AmpC nitrocefin hydrolysis, absorbance 480 nm, 0.0001% Triton. actives 0.52% (n = 330,000). Potency, µM (highest dose often 57.1 µM), inactives show top-dose activity change, negative = inhibition, hits mostly inhibitors;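 further: potency means the concentration at half of the fitted maximal effect; plate controls were no compound for no effect and no enzyme for full effect; nearly all actives have a fitted effect of over 20% in size; some results filed as inactive show a strong effect at the top dose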
#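 AmpC (5.3 nM in the dispensed reagent) in 20 mM phosphate pH 7.0 with 0.01% (detergent screen) or 0.0001% Triton X-100 was preincubated with compounds for 15 min at room temperature. Nitrocefin was then added from an 800 uM solution, and hydrolysis was followed at 480 nm.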
# HCMV inh: inhibitors of human cytomegalovirus. activity change, negative = inhibition, % at 57.5 µM. actives 4.5% (n = 410,000). AID 1259415. HFF cells, HCMV-luciferase reporter, 72 h; active compounds read low; in the data active means activity change below about -60%; inconclusive means no clear call, values can overlap the other calls; inactive means above about -39%
#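 After 16 h attachment at 37C, HFF cells received test compound and HCMV-luciferase (1 PFU/cell); reporter luminescence read 72 h later, data normalized against buffer-only and known inhibitor Salinomycin.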
# Sm TGR inh: blocks Schistosoma mansoni thioredoxin glutathione reductase | Q962Y6 | purified TGR, DTNB reduction, TNB absorbance 405 nm | AID 485364 | Potency, µM (titrated, usually from 114 µM), for inactives: at the top dose activity change, negative = inhibition, most hits filed as inhibitors | actives 3% (n = 360,000); further: potency means the concentration at half of the fitted maximal effect; nearly all actives have a fitted effect of over 60% in size
#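 TGR 20 nM + NADPH 100 uM (dispensed conc.), cpd preinc 15 min RT; start with NADPH (500 uM addition) then DTNB (15 mM addition). Kinetic TNB absorbance, 405 nm filter. Four-parameter Hill fit across titration.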
# FBPA Giardia inh: inhibitors of Giardia lamblia fructose-1,6-bisphosphate aldolase | A8B2U2 | purified Giardia FBPA | Potency, µM (doses to about 59.6 µM), for inactives: at the highest dose activity, negative = inhibition, actives largely listed as inhibitors | actives 0.71% (n = 290,000) | AID 2451; further: potency means the concentration at half of the fitted maximal effect; nearly all actives have a fitted effect of over 55% in size
# Target sequence (A8B2U2 whole entry, looked up): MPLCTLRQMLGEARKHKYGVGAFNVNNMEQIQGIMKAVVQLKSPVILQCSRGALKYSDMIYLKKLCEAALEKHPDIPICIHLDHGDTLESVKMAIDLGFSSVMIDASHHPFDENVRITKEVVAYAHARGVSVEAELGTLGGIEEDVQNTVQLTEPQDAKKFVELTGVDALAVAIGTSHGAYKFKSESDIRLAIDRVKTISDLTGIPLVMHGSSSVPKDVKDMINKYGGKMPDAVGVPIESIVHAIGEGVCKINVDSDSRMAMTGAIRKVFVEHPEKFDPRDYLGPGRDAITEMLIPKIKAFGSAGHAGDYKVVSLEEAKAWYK
#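 40 nM FBPA preincubated 10 min at RT with compound (up to 57.5 uM final), then substrate plus GAPDH/TPI/NAD/arsenate coupling and diaphorase/resazurin added. Fluorescence read after 20 min at RT, 525/598 nm.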
# HCV inhibitor: blocks hepatitis C virus. Huh7.5.1 HCVcc-Cre infection, luciferase reporter, 44 h. Potency, µM (top dose mostly 41.8 µM), for inactives: at the highest dose activity change, negative = inhibition, most hits filed as inhibitors. actives 3.4% (n = 340,000). AID 651820; further: potency means the concentration at half of the fitted maximal effect
#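 Luciferase read-out (15 sec integration) after a 15 min room-temperature substrate step quantifies HCVcc-Cre infection. Cells, 1,000 per well, had compound added 4 h post-plating, then virus at ~0.5 moi, and were cultured 44 h.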
# * marks the source's active call; other numbers are inactive results; ? = inconclusive; . = no result given; & = joins results of further samples; [ ] = dose if it differs, or a comment. Unless noted, the call rests on the fitted dose curve; in most records, active means well fitted curve in the direction sought with a large enough effect; inconclusive means small, poorly fitted or top-dose-only effect, or another doubt; inactive means no such curve, though single readings can be large; an effect the other way counts as inactive or inconclusive. Unless noted, on the % scale 0 is the no-effect control and ±100 the full control effect.
SMILES,AmpC detergent,AmpC no deterg,HCMV inh,Sm TGR inh,FBPA Giardia inh,HCV inhibitor
CCCCCSc1nnc2c(n1)OC(C)N(C(C)=O)c1ccccc1-2 (configuration not stated),?,14%,?,1%,0%,18%
COc1ccc(NC(=S)Nc2ccc(OC)cc2OC)c(OC)c1,?,-9%,-12,-3%,-9%,2%
COC(=O)C1=C(C)NC(=S)NC1c1ccc(OC(=O)c2ccco2)cc1 (configuration not stated),-13%,-28%,2,0%[57.1 µM],19%,2%
CSc1cccc(NC(=O)N2CCCC(CNS(=O)(=O)Cc3ccccc3)C2)c1 (configuration not stated),0%,-34%,-22,0%,4%,-16%
O=C(Nc1ccccc1)C1=C[C@@H](C2CC2)C[C@@H](OCCCCO)O1,5%,-4%,33,-7%,-10%,20%
Cc1c(C)n(Cc2ccc(F)cc2)c2ccc(C(=O)Nc3ccc(Cl)cc3)cc12,1%,.,0,13%,.,.
Cn1c(=O)n(Cc2ccccc2Br)c2ccccc21,-7%,24%,-62*,.,5%,-12%
Cc1cccc(NC(=O)CCCC(=O)OC(C)C(=O)c2ccccc2)c1 (configuration not stated),-2%,-7%,12,-5%,2%,6%
O=C(CCN1C(=O)[C@@H]2Cc3ccccc3CN2C1=O)NCc1ccccc1Cl,-4%,2%,-26,-2%,.,13%
CCC(C)[C@H](NC(=O)N1CC(=O)Nc2ccccc21)C(=O)N1CCC(C(=O)O)CC1 (some centres not stated),3%,2%,-23,1%,.,3%
COCCCNC(=O)CSc1nc2c(sc3ccccc32)c(=O)n1CCc1ccc(OC)c(OC)c1,4%,.,13,-8%,.,.
Cc1cc(C)c(C)c(OCCn2ccnc2)c1,-9%,-7%,-4,0%,?,?
Cc1nnc(SCc2cccc([N+](=O)[O-])c2)s1,2%,-15%,-24,-16%,-14%,5%
Cc1cc(C(=O)Nc2ccc3c(c2)OCO3)no1,6%,-13%,98,-8%,.,14%
CC(C)N(Cc1ccccc1)C(=O)COC(=O)c1c(F)cccc1F,.,-11%,2,.,.,-6%
Cc1cc(NC(=O)c2c(F)c(F)c(F)c(F)c2F)no1,3%,-17%,47,-2%,3%,?
Cc1ccc(NCc2nnc(SCC(=O)Nc3nnc(C)s3)n2C)cc1,-1%,-8%,24,27%,0%,12%
CC1=NN(c2ccc(C)cc2C)C(=O)C1C(c1ccccc1O)C1C(=O)N(c2ccc(C)cc2C)N=C1C (configuration not stated),-13%,5%,-23,-5%,-6%,2%
CC(C)c1ccc(S(=O)(=O)c2cnc(SCC(=O)Nc3cccc(C(F)(F)F)c3)nc2N)cc1,20%,.,-24,9%,.,.
O=C(CNS(=O)(=O)c1cccs1)NCc1ccccc1,6%,-2%,13,5%,1%,19%
Cc1cccc(OCCCSc2nc3ccc(C)cc3[nH]2)c1,1%,?,7,-4%,-5%,20%
CC1CN(S(=O)(=O)c2cccc(C(=O)OC(C)C(=O)NC3CCCCC3C)c2)CC(C)O1 (configuration not stated),-7%,18%,9,0%,.,-10%
O=C(c1ccc(Cl)cc1)N1CCn2c1nc1ccccc12,?,0%,?,7%,0%,?
CC(C)CNC(=O)COC(=O)c1cncc(Br)c1,3%,-23%,2,0%,1%,4%
Cc1ccccc1OCC(=O)OCC(=O)NCC1CCCCC1,.,40%,-11,.,.,4%

# Looked up by structure from the entries so far (three):
SMILES,AmpC detergent,AmpC no deterg,HCMV inh,Sm TGR inh,FBPA Giardia inh,HCV inhibitor
Cc1cc(NC(=O)c2c(F)c(F)c(F)c(F)c2F)no1,3%,-17%,47,-2%,3%,?
Cc1nnc(SCc2cccc([N+](=O)[O-])c2)s1,2%,-15%,-24,-16%,-14%,5%
CCCCCSc1nnc2c(n1)OC(C)N(C(C)=O)c1ccccc1-2 (configuration not stated),?,14%,?,1%,0%,18%

# Compound profiles, from the list above. Order of screens: AmpC detergent	AmpC no deterg	HCMV inh	Sm TGR inh	FBPA Giardia inh	HCV inhibitor
# O=C(CNS(=O)(=O)c1cccs1)NCc1ccccc1 is listed with 6%	-2%	13	5%	1%	19%
# Cc1cccc(NC(=O)CCCC(=O)OC(C)C(=O)c2ccccc2)c1 (configuration not stated) is listed with -2%	-7%	12	-5%	2%	6%

# Following part:
SMILES,AmpC detergent,AmpC no deterg,HCMV inh,Sm TGR inh,FBPA Giardia inh,HCV inhibitor
CCCC(C)C1(CC)C(=O)NC(=Nc2ccc(F)cc2)NC1=O (configuration not stated),?,-7%,-22,1%,-5%,-12%
CCOc1ccccc1NC(=O)C(=O)NCCc1sc2nc(-c3ccc(OC)cc3)nn2c1C,5%,.,7,2%,.,.
CCN(CC)S(=O)(=O)c1ccc(N2CCOCC2)c(NC(=O)CN2C(=O)NC(C)(c3ccccc3)C2=O)c1 (configuration not stated),-14%,96%[activator],-35,?,.,?
Cc1cc(C)nc(Nc2n[nH]c(-c3ccc(N)cc3)n2)n1,?,-39%,89,-32%,-9%,-9%
CCNC(=O)NC(=O)CSc1ccc(NC(C)=O)cc1,-10%,-19%,12,0%,4%,9%
CCC1=C(OC(=O)N(CC)CC)N2C(=O)OC(=NCCOC)[C@]2(Cc2ccccc2)[C@H]2C1=CC[C@H]1C(=O)N(CC(=O)OC)C(=O)[C@H]12,3%,205%[activator],11,-22%,1%&1%,16%
CC(C)[C@H](NC(=O)[C@@H]1CSC2c3ccccc3C(=O)N21)C(=O)N1CCCCC1 (some centres not stated),2%,25%,15,-12%,.,-3%
COc1ccc(Cl)cc1-c1nc(-c2ccncc2)no1,-11%,-6%,11,7%,1%,?
Cc1nn(Cc2noc(C(=O)NC3CCC(C)CC3)n2)c(C)c1Br (configuration not stated),-4%,49%,-40,-14%,4%,18%
Cc1ccc2oc(-c3ccccc3C(=O)O)cc(=O)c2c1,-19%,-13%,-11,19%[11.4 µM],10%,12%
COc1cccc(NC(=O)CN(C)C(=O)COc2ccccc2Cc2ccccc2)c1,5%,-7%,-10,0%,.,-29%
COc1ccccc1OCc1nnc(SCC(N)=O)n1-c1ccccc1,0%,37%,35,?,15%,7%
Cc1nnc(SCc2c(Cl)cccc2Cl)s1,7%,-7%,17,2%,3%,21%
Cc1cc(C)c2nc(N3CCC(C(=O)N4CCN(c5ncccn5)CC4)CC3)sc2c1,2%,32%,-33,0%,9%,-29%
CC1CCCCC1NC(=O)c1c(O)nc2ccccn2c1=O (configuration not stated),0%,0%,-35,-8%,.,15%
O=C(Cc1ccccc1)NC1CC(=O)N(c2ccccc2)C1 (configuration not stated),-2%,.,-13,-2%,.,.
COc1ccc(NC(=O)Nc2cccc3cccnc23)cc1,?,-34%,118,6%,-14%,-10%
COc1ccc(OC)c(C2C(C(=O)c3sc(C)nc3C)=C(O)C(=O)N2CCN2CCOCC2)c1 (configuration not stated),?,1%,11,?,2%,8%
CN(C)C(CNC(=O)CNC(=O)Cc1cccc2ccccc12)c1ccccc1 (configuration not stated),-8%,2%,-24,-10%,0%,-20%
Cc1ccc(-c2nc(S(=O)(=O)c3ccc(C)cc3)c(N(C)C)o2)cc1,5%,-3%,1,2.5µM*,?,?
O=C(COC(=O)c1nc(Cl)ccc1Cl)Nc1ncc(Cl)cc1Cl,-3%,-20%,26,-1%,.,21%
NC(=O)c1ccsc1NC(=O)COC(=O)COc1ccccc1[N+](=O)[O-],56µM*,-43%,14,4%,.,6%
O=C(COC(=O)c1cnccn1)NCc1ccc(Cl)cc1,-1%,-24%,-15,0%,-1%,4%
COc1ccc(-n2c(SCc3ccccn3)nc3c(c2=O)SCC3)cc1OC,3%,10%,20,15%,0%,11%
COCCNC(=O)c1ccc(N2CCC3(CC2)OCCO3)c([N+](=O)[O-])c1,-6%,-10%,-4,-17%,5%,1%

# Overlap with the part before: two entries; new compounds follow.
SMILES,AmpC detergent,AmpC no deterg,HCMV inh,Sm TGR inh,FBPA Giardia inh,HCV inhibitor
COc1ccc(-n2c(SCc3ccccn3)nc3c(c2=O)SCC3)cc1OC,3%,10%,20,15%,0%,11%
COCCNC(=O)c1ccc(N2CCC3(CC2)OCCO3)c([N+](=O)[O-])c1,-6%,-10%,-4,-17%,5%,1%
CC(C)NC(=O)C(=O)Nc1cc2c3c(c1)CCC(=O)N3CCC2,2%,-16%,16,-2%,.,-10%
N#Cc1ccc(COC(=O)C2CCC(=O)N2)cc1 (configuration not stated),?,-3%,39,0%,4%,9%
COc1cc(C(=O)NC2CCCc3ccccc32)ccc1OCC(=O)Nc1ccc(F)cc1 (configuration not stated),1%,-21%,-2,-8%,2%,-13%
CCOc1cc2[nH]c(=O)n(CCC(=O)NCCc3ccc(OC)c(OC)c3)c(=O)c2cc1OCC,0%,-4%,-4,?,0%,-18%&12%
O=C(Nc1ccccc1Oc1ccccc1)c1ccc(Br)o1,?,-30%,14,-8%,8%,-4%
CN(C)/C=C1\N=C(c2cccs2)OC1=O,?,-12%,26,-15%,-2%,-29%
O=C1CN(C(=O)CSc2nnc3ccccn23)c2ccccc2N1,0%,-27%,6,1%,3%,7%
Cc1cccc(N/N=C(\C=N\N)C(=O)c2ccc(Br)cc2)c1,-19%,-14%,.,4%,-8%,.
Cc1ncc(CO)c(/C=N/NC(=O)c2ccc(O)cc2)c1O,9%,1%,3,-3%,?,-15%
CSc1nnc(C(C)(C)C)c(=O)n1/N=C/c1ccccc1O,1%,-15%,3,3%,-12%,17%
CSc1ccc(Cl)c(C(=O)Nc2ccc(Cl)cn2)c1,4%,-2%,?,-4%,-11%,-19%
O=C1NC(=O)C(Nc2cccc3ccccc23)S1 (configuration not stated),4%,-24%,10,0%,4%,-1%
OCCN(CCCn1c(C(F)(F)F)nc2ccccc21)c1nc(CN2CCCCC2)cs1,-8%,-3%,3,-4%,?,-5%
Cc1nc2ccc(C(=O)N(C)CC3CCCN(CCc4ccc(Cl)cc4)C3)cc2[nH]1 (configuration not stated),-11%,-15%,0,-16%,7%,-16%
Cn1c(N)c(C(=O)COC(=O)/C=C/c2ccc(F)cc2)c(=O)n(C)c1=O,2%,16%,-4,-17%,.,?
CCc1ccccc1N(C)S(=O)(=O)c1ccc(-c2cc(C)no2)s1,1%,18%,?,19%,.,?
Cc1cc(C(=O)CCC(=O)Nc2ccc(S(N)(=O)=O)cc2)c(C)s1,-2%,-41%,-9,-2%,.,-11%
CC(=O)Nc1cc(Br)ccc1O,2%,-4%,-10,0%,-9%,12%
O=C1C=C(NCc2ccc(Cl)cc2)CC(c2ccco2)C1 (configuration not stated),-8%,-21%,15,-11%[11.4 µM],1%,-8%
O=C(NCCOCCNC(=O)OCc1ccccc1)OCc1ccccc1,-2%,27%,22,1%,-2%,7%
CNC(C)C(=O)NC(C(=O)N1CCCC1C(=O)NNc1ccccc1)C(C)C (configuration not stated),2%,0%,?,-3%,.,-1%
O=C(NCc1ccccc1)C(c1ccccc1)N(C(=O)c1csnn1)c1ccccc1 (configuration not stated),-14%,-14%,-35,-1%,-4%,-9%
O=C1OC(c2ccc([N+](=O)[O-])cc2)=N/C1=C/N1CC2CC(C1)c1cccc(=O)n1C2 (configuration not stated),1%,-5%,26,-15%,-4%,6%
O=C(CCC1N=C2c3ccccc3N=C(SCc3ccccc3F)N2C1=O)NCc1ccccc1 (configuration not stated),11%,.,26,-2%,.,.
